PME-1 inh = PME-1 inhibitors via competitive probe labeling, primary screen, biochemical, fluorescence polarization, FP-Rh probe, HTS; Protein phosphatase methylesterase 1 (Homo sapiens), Q9Y570; recombinant PME-1; inhibition, % at 5.9 µM; 320,000 compounds, 0.53% hits; AID 2130, 2009;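 active = inhibition above the campaign mean of all compounds plus 3 SD, cut at about 26% in these data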;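 note: competitive labeling of PME-1 active site by serine hydrolase directed probe; 0% = PME-1 with DMSO and 100% = wells lacking PME-1 enzyme; inhibitors block probe labeling so polarization falls and inhibition rises; many of its hits are not listed in these tables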
BCLXL inh = inhibitors of human Bcl-xL, primary screen, biochemical, fluorescence polarization, HTS | GST-Bcl-xL / FITC-Bim BH3 peptide fluorescence polarization | Bcl-2-like protein 1 (Homo sapiens), Q07817 | 320,000 compounds, 0.7% hits | inhibition, % at 10.9 µM | AID 2129, 2009;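 active = inhibition above the mean of all tested compounds plus 3 SD, cutoff set per campaign, cut at about 30% in these data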;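 note: 0% = DMSO wells and 100% = unlabeled Bim-BH3 peptide competitor; inhibitors lower millipolarization by displacing the labeled peptide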
Target sequence (Q07817 whole entry, looked up): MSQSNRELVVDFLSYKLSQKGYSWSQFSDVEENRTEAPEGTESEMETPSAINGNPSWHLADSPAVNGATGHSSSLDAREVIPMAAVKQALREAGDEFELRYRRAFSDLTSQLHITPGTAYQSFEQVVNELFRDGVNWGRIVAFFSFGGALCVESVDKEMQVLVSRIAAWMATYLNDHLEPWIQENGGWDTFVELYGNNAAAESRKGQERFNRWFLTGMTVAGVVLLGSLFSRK
MEX-5 binding = MEX-5 zinc finger RNA-binding disruptors – biochemical, C. elegans, fluorescence polarization, MLPCN library, primary screen; Zinc finger protein mex-5 (Caenorhabditis elegans), Q9XUB2; MEX-5/FITC-TCR2 RNA binding; stronger effect = lower value; activity score (negative = inhibition of binding), % at 10 µM; 300,000 compounds, 0.38% hits; AID 1832, 2009;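 active = inhibition past about -25% in most replicates, and total fluorescence under double the plate's negative control median, limit read from the data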;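 note: 0% = DMSO and -100% = 5 µM competing unlabeled TCR2 RNA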
VLA-4 inh = inhibition in human VLA-4 binding assay, primary screen, VLA-4 allosteric modulator project, MLPCN library, flow cytometry, VLA-4 expressing cells. ligand binding flow cytometry. AID 2557, 2010. inhibition, % (about 7 µM as worked out from the volumes in the protocol). 330,000 compounds, 0.2% hits; in the data active = inhibition above about 50%
GRK2 aptamer HTS = compounds blocking aptamer binding on GRK2 – biochemical, human GRK2, bead flow cytometry, HTS, primary screen. FAM-aptamer displacement from GRK2. inhibition of aptamer binding, % at 10 µM. 330,000 compounds, 0.59% hits. AID 488847, 2010;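 active = inhibition of aptamer binding above 40%, roughly 3 SD of noise, on plates passing a quality check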;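 note: median bead fluorescence of bound FAM aptamer so fluorescent compounds give negative values; no value below 0 was filed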
Target sequence (P25098 whole entry, looked up): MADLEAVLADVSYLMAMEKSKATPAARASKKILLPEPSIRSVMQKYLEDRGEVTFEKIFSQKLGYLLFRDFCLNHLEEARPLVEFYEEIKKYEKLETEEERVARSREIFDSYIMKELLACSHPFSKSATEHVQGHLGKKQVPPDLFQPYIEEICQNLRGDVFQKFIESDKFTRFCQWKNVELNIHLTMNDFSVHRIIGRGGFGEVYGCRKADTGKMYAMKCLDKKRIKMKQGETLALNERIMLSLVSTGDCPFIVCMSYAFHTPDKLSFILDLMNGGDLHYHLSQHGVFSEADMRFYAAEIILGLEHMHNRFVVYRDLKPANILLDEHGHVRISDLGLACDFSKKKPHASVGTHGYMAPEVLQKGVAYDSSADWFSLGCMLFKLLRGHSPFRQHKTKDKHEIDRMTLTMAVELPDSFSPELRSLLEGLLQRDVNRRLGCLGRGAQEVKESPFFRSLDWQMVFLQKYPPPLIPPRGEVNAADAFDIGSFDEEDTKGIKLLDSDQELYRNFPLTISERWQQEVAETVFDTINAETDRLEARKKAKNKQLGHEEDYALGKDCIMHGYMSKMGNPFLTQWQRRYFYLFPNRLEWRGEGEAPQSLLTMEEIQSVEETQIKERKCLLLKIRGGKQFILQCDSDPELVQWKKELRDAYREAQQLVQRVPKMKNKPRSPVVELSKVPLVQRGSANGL
Fam108B inh = mouse Fam108B serine hydrolase inhibitors, primary screen, counter-screen for RBBP9 inhibitor project, biochemical, fluorescence polarization. 300,000 compounds, 0.33% hits. recombinant Fam108B, FP-Rh probe fluorescence polarization. AID 1947, 2009. inhibition, % at 9.51 µM;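 active = inhibition above the screen mean inhibition plus 3 SD, computed separately per campaign, cut at about 18% in these data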;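 note: inhibitors lower polarization as less probe binds the enzyme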
Efflux pump mplx = inhibitors of Candida efflux pumps in yeast, primary screen, S. cerevisiae, Nile Red, multiplex | S. cerevisiae Candida pump triplex | inhibition, % at 10 µM | 330,000 compounds, 0.44% hits;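 active = plate passing quality check with inhibition over a set limit, or well fluorescence over plate mean plus 4 SD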;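 note: Nile Red retained in pooled yeast measured as flow cytometry median fluorescence; 0% = buffer negative control and 100% = Enniatin B positive control; higher means more Nile Red kept so more efflux inhibition; some compounds called inactive have numbers as strong as hits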
MCL1-BIM inh = inhibitors of MCL1 binding to BIM-BH3, primary screen, biochemical, fluorescence polarization | inhibition, % at 10.9 µM | GST-MCL1 / FITC-Bim-BH3 fluorescence polarization | 320,000 compounds, 0.68% hits | AID 2057, 2009 | Induced myeloid leukemia cell differentiation protein Mcl-1 (Homo sapiens), Q07820;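 active = inhibition above the mean inhibition of all tested compounds plus 3 SD, set per campaign, cut at about 40% in these data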;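 note: 0% = DMSO wells and 100% = unlabeled Bim-BH3 peptide control; higher means more loss of mP so more displacement of Bim peptide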
GLD-1 RNA inh = GLD-1/TGE RNA complex disruptors, primary screen, biochemical, fluorescence polarization | Female germline-specific tumor suppressor gld-1 (Caenorhabditis elegans), Q17339 | AID 2280, 2010 | purified GLD-1 + fluorescein TGE RNA | 320,000 compounds, 0.44% hits | inhibition, % at 5.96 µM;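 active = percent inhibition above a per-plate cutoff, the plate mean of test compounds plus 3 SD, cut at about 30% in these data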;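 note: 0% = DMSO wells with GLD-1 and probe and 100% = wells lacking GLD-1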
An asterisk follows results filed as active; . = no result given. These rows are one share of the data. The share of hits here may be higher or lower than overall.

Sample of the layout (12 entries):
SMILES	PME-1 inh	BCLXL inh	MEX-5 binding	VLA-4 inh	GRK2 aptamer HTS	Fam108B inh	Efflux pump mplx	MCL1-BIM inh	GLD-1 RNA inh
COc1ccc(C(=O)Nc2ccc(S(=O)(=O)Nc3nccc(C)n3)cc2)cc1[N+](=O)[O-]	-1	-4	-0.7	12	3	0	0.3	-7	-3
O=C(Nc1ccccc1Cl)C1CCCN(S(=O)(=O)c2cccc3cccnc23)C1 (stereo unspecified)	-5	1	-4.6	2	3	0	0.0	4	4
O=C(O)c1cccc(CSc2ncccn2)c1	-5	6	1.4	2	0	-5	0.0	4	3
Cc1cc(C)cc(NC(=O)N2CCCC2C(=O)Nc2ccc(-n3cnnn3)c(C)c2)c1 (stereo unspecified)	-7	-6	2.6	-2	2	5	0.0	2	-3
COc1cc2c(cc1OC)C(COc1ccc(F)cc1)NCC2 (stereo unspecified)	-4	9	1.5	7	4	-2	0.1	10	-3
CC(=O)c1c(OC(=O)c2ccccc2)c2ccccc2n1C	10	0	1.9	-12	1	0	-0.1	-8	6
COc1ccc(N2CCN(CC(=O)Nc3c(C)cc(C)cc3C)CC2)cc1	2	4	0.3	5	0	-2	0.1	0	11
Cc1ccc(CNC(=O)C(=O)NCC2OCCN2S(=O)(=O)c2ccc3c(c2)OCCO3)cc1 (stereo unspecified)	-8	-1	1.5	-9	0	-2	0.0	-3	0
COC(=O)CCCC(=O)N1CCC(CCC(=O)NC2CC2)CC1	3	0	1.0	-121	5	1	0.0	0	-7
CCOC(=O)N1CCN(C(=O)C2CCN(Cc3cccc(OCc4ccccc4)c3)CC2)CC1	12	0	-1.7	20	0	0	-0.3	-5	0
Cc1ccccc1NS(=O)(=O)c1cc2c(cc1C)N(C)CCO2	19	5	-0.1	-10	3	4	-0.2	8	-3
Cc1ccc(-c2nc3ccccc3c(=O)n2O)cc1	-3	1	0.1	-215	1	-6	-0.2	-8	3

Main list, repeating the preview:
SMILES	PME-1 inh	BCLXL inh	MEX-5 binding	VLA-4 inh	GRK2 aptamer HTS	Fam108B inh	Efflux pump mplx	MCL1-BIM inh	GLD-1 RNA inh
COc1ccc(C(=O)Nc2ccc(S(=O)(=O)Nc3nccc(C)n3)cc2)cc1[N+](=O)[O-]	-1	-4	-0.7	12	3	0	0.3	-7	-3
O=C(Nc1ccccc1Cl)C1CCCN(S(=O)(=O)c2cccc3cccnc23)C1 (stereo unspecified)	-5	1	-4.6	2	3	0	0.0	4	4
O=C(O)c1cccc(CSc2ncccn2)c1	-5	6	1.4	2	0	-5	0.0	4	3
Cc1cc(C)cc(NC(=O)N2CCCC2C(=O)Nc2ccc(-n3cnnn3)c(C)c2)c1 (stereo unspecified)	-7	-6	2.6	-2	2	5	0.0	2	-3
COc1cc2c(cc1OC)C(COc1ccc(F)cc1)NCC2 (stereo unspecified)	-4	9	1.5	7	4	-2	0.1	10	-3
CC(=O)c1c(OC(=O)c2ccccc2)c2ccccc2n1C	10	0	1.9	-12	1	0	-0.1	-8	6
COc1ccc(N2CCN(CC(=O)Nc3c(C)cc(C)cc3C)CC2)cc1	2	4	0.3	5	0	-2	0.1	0	11
Cc1ccc(CNC(=O)C(=O)NCC2OCCN2S(=O)(=O)c2ccc3c(c2)OCCO3)cc1 (stereo unspecified)	-8	-1	1.5	-9	0	-2	0.0	-3	0
COC(=O)CCCC(=O)N1CCC(CCC(=O)NC2CC2)CC1	3	0	1.0	-121	5	1	0.0	0	-7
CCOC(=O)N1CCN(C(=O)C2CCN(Cc3cccc(OCc4ccccc4)c3)CC2)CC1	12	0	-1.7	20	0	0	-0.3	-5	0
Cc1ccccc1NS(=O)(=O)c1cc2c(cc1C)N(C)CCO2	19	5	-0.1	-10	3	4	-0.2	8	-3
Cc1ccc(-c2nc3ccccc3c(=O)n2O)cc1	-3	1	0.1	-215	1	-6	-0.2	-8	3
O=C(/C=C/c1ncc(C(F)(F)F)cc1Cl)OCc1ccccc1	1	7	0.8	11	0	0	-0.1	1	2
O=C1COc2cccnc2N1	-4	3	-2.1	-3	1	1	-0.1	0	9
O=C(CN(C(=O)CCC(=O)Nc1nccs1)c1ccccc1F)NCc1ccc2c(c1)OCO2	0	-7	-2.3	1	0	2	-0.1	-11	-5
CCC(C)(C)C1CCc2[nH]nc(C(=O)N/N=C(\C)c3ccco3)c2C1 (stereo unspecified)	-27	5	17	18	2	-3	-0.3	4	6
CC(=O)NCCC(=O)Nc1ccc(C)c(F)c1	-4	1	-1.0	2	0	-4	-0.1	3	4
COc1ccc(C2(CNC(=O)c3ccccc3)CCOCC2)cc1	2	9	.	-4	1	-2	0.1	5	0
Cc1nnc(SCc2cnc(-c3ccc(C(C)C)cc3)s2)n1C	7	0	.	14	0	3	0.0	-4	3
Cc1c(C)n(C)c2ccc(C(=O)NCCCN3CCCCC3C)cc12 (stereo unspecified)	-7	4	2.7	38	0	0	-0.1	1	-5
CCOc1cc(NC(=O)c2ccccc2OC)c(OCC)cc1NC(=O)c1ccccc1	0	6	2.9	14	1	1	0.0	11	5
Cc1nn(C)c(C(=O)NC(=S)Nc2ccccc2O)c1Cl	9	2	-1.8	6	0	-3	0.1	14	9
CN1c2ccccc2C(C)(C)C12CC(c1ccc(Cl)c(S(=O)(=O)N3CCCC3)c1)=NO2 (stereo unspecified)	5	1	2.7	1	5	-3	0.0	0	-3
COc1ccc(S(=O)(=O)Nc2cc(C(=O)NCCC(C)C)ccc2N2CCOCC2)cc1	6	4	-2.2	6	2	6	0.1	4	-2
COC(=O)c1cc(S(=O)(=O)NCc2ccc(S(N)(=O)=O)cc2)oc1C	1	-1	3.0	-7	4	0	0.2	3	-3

(more compounds)
SMILES	PME-1 inh	BCLXL inh	MEX-5 binding	VLA-4 inh	GRK2 aptamer HTS	Fam108B inh	Efflux pump mplx	MCL1-BIM inh	GLD-1 RNA inh
CCOC(=O)CCC(=O)N(CCN(C(=O)CCC(=O)OCC)c1ccccc1)c1ccccc1	-3	7	1.9	1	0	2	0.0	-10	0
CC1CCN(S(=O)(=O)c2cn(CC(=O)N3CC(C)CC(C)C3)c(=O)c3ccccc23)CC1 (stereo unspecified)	-1	3	1.6	-2	2	4	3.4	1	5
CC(C)Nc1ncnc2ccc(Br)cc12	-1	-4	1.7	12	1	-5	0.8	-9	0
NS(=O)(=O)c1ccc(NC(=O)/C=C/c2ccccc2Cl)cc1	-16	7	-0.5	-1	1	-7	0.1	7	5
CN1CCC(=NNC(=O)C(=O)Nc2ccccc2)CC1	2	3	-2.4	3	0	5	-0.4	11	6
CNC(=O)c1ccsc1NC(=O)c1ccc(S(=O)(=O)N2CCOCC2)cc1	-12	5	-7.5	-5	2	-1	0.1	-2	2
O=C(O)c1cccc(NS(=O)(=O)c2ccc(Cl)c(C(=O)O)c2)c1	1	3	-0.8	7	4	4	-0.1	8	8
CCc1nnc(NC(=O)CSc2nnc3ncccn23)s1	9	-6	2.2	4	2	6	0.5	5	-1
CCCCNC(=O)N(O)C1N(/N=C/c2ccccc2OC)C(=S)SC1(C)C (stereo unspecified)	-6	-3	0.0	-9	0	-2	0.0	-8	-4
COc1ccccc1OCCNC(=O)C1CCCCC1	-1	2	1.3	-3	0	-3	0.2	4	1
Cc1cc[n+](CC(=O)c2ccc3c(c2)OCCO3)cc1	4	2	3.5	-2	18	5	-0.1	8	-3
CC1CC(C)CN(C(=O)C2CCCN(S(=O)(=O)c3cnc[nH]3)C2)C1 (stereo unspecified)	-7	3	1.4	0	0	3	0.1	-5	3
O=C(COC(=O)c1ccc(O)cc1O)Nc1ccc2c(c1)OCCO2	-6	-8	.	2	2	.	-0.1	-15	2
Cc1ccc(CSc2nnc(NC(=O)C3=COCCO3)s2)cc1	1	-3	.	9	2	.	0.4	-2	3
Cc1cccc(C(=O)N2CCC(=O)N(C(COCc3cccc(C(F)(F)F)c3)Cc3ccccc3)CC2)c1 (stereo unspecified)	10	-1	2.3	21	2	-1	1.0*	-9	-5
CN(CCc1ccccn1)S(=O)(=O)c1ccc2c3c(cccc13)C(=O)N2	7	4	1.0	2	0	-1	0.3	5	5
COC(=O)Nc1ccc(S(=O)(=O)N2CCC(C)CC2)cc1	1	1	0.3	9	0	1	-0.3	2	3
CCn1c(/N=C/c2c[nH]c3ccccc23)nc2ccccc21	2	8	-3.5	16	1	6	0.1	0	-2
CN(C(=O)COC(=O)CNC(=O)c1cccs1)c1c(N)n(Cc2ccccc2)c(=O)[nH]c1=O	1	1	.	7	3	.	0.0	-1	2
CCCCn1c(SCC(=O)c2ccc(O)c(O)c2)nc2ccsc2c1=O	15	-5	-1.9	-9	0	7	0.0	0	5
O=C(NNC(=O)c1ccc(Oc2ccc(C3SCCS3)cc2)o1)c1ccc(Cl)cc1	-17	4	-3.6	3	1	-11	-0.1	6	4
CCCC(C)c1nnc(NC(=O)CS(=O)(=O)Cc2ccccc2)s1 (stereo unspecified)	1	9	0.0	-10	1	2	0.1	13	2
CC(=O)c1sc(=S)n(-c2ccc(Cl)cc2)c1C	6	5	3.7	21	5	0	-0.1	5	-13
O=C(O)Cc1ccc(NC(=S)NCc2ccco2)cc1	0	0	0.2	1	0	-1	-0.2	14	3
CC(C)CCC(O)(CCC(C)C)C(=O)NN1CCCCC1	0	6	-0.3	-11	2	8	0.3	7	-1
Cc1cc([N+](=O)[O-])nn1CC(=O)N/N=C/c1ccccc1Br	2	5	1.0	2	0	1	0.1	-1	2
Cc1cc(Br)ccc1NC(=O)CNC(=O)c1ccc(-n2cncn2)c([N+](=O)[O-])c1	2	1	-0.7	10	1	2	-0.1	0	3
COc1ccccc1CNC(=O)C1CCC(CNS(=O)(=O)c2ccc(C)cc2)CC1 (stereo unspecified)	0	6	0.5	14	2	3	-0.1	5	-9
COC(CNC(=O)c1ccc2c(c1)ncn2C1CCCCCC1)OC	1	-5	2.5	14	3	-2	0.6	-9	7

Assay outcomes: PubChem BioAssay, several laboratories
